# PPC-1+TRAIL kill – PPC-1 cancer cell killing with TRAIL present. cell killing (% activity), % at 4 µM. PPC-1 cells + TRAIL, ATPLite viability luminescence. 220,000 compounds, 0.41% hits;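 active means cell killing above 50% in the first pass at 4 µM, then a duplicate retest at 5 µM averaging 50% or more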;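 further: plate controls were cells with TRAIL plus DMSO for no effect and medium-only wells lacking cells for full effect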
# EP2 antag – blocks the human prostaglandin E2 receptor EP2. 260,000 compounds, 0.52% hits. C6 glioma cells expressing human EP2, cAMP TR-FRET; cells stimulated with saturating PGE2. AID 1422. inhibition, % at 25 µM;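 active means percent inhibition above 40 after rounding to a whole number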;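 further: rat C6 glioma host cells with rolipram phosphodiesterase inhibitor present; the protocol text gives 20 µM as final concentration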
# 14-3-3 Bad inh – disrupts binding of bovine 14-3-3 zeta to phospho-Bad peptide; P63103; TR-FRET 14-3-3zeta/Dy647-pBad peptide displacement, 1 h; inhibition, % at 21.7 µM; 220,000 compounds, 0.71% hits;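 active means inhibition above about 70%, limit read from the data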;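 further: 0% = full 14-3-3 plus peptide FRET controls and 100% = background without 14-3-3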
# Target sequence (P63103 whole entry, looked up): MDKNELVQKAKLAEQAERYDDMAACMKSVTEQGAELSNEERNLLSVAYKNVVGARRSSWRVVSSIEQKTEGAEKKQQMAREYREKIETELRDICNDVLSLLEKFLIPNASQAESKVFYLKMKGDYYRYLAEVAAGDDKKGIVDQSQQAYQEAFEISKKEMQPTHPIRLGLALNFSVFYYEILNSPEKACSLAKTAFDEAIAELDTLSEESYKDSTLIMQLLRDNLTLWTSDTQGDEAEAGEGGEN
# zfTRPN1 agonist – agonists of zebrafish TRPN1 channel | HEK293 zebrafish TRPN1-YFP, Fluo-8 calcium fluorescence; 100% = response to 87 µM carbachol | 220,000 compounds, 0.18% hits | AID 1424 | activation, % at 3 µM;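 active means activation above its plate's cutoff, the mean activation of test wells on that plate plus 3 SD, cut at about 19% in these data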;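 further: 0% = DMSO alone and 100% = 87 µM carbachol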
#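 Material: zebrafish TRPN1-YFP in HEK293 cells. Doses: one dose of 3 µM, 0.3% DMSO. Incubation: dye 1 h 37 °C plus 30 min RT. Measured by: intracellular calcium fluorescence with Fluo-8.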
# CHOP inh – blocks CHOP induction under ER stress | CHO-K1 CHOP-promoter luciferase, tunicamycin-induced, 15-18 h | inhibition, % at 10 µM | 220,000 compounds, 3.8% hits;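 active means compounds that reduced the stress-induced luciferase reporter signal by more than about 70% of percent inhibition, limit read from the data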;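 further: 0% = tunicamycin plus vehicle and 100% = wells without tunicamycin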
# NPY-Y1 antag – NPY-Y1 (human) receptor antagonism; P25929; HEK293-CNG Y1 cells, membrane potential fluorescence; NPY at EC95, then isoproterenol; inhibition, % at 3.6 µM; 200,000 compounds, 1% hits;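 active means inhibition above the campaign mean inhibition of all tested compounds plus 3 SD, cut at about 20% in these data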;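 further: 0% = DMSO wells given NPY plus isoproterenol and 100% = isoproterenol alone without NPY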
#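 Material: HEK293 Y1/CNG channel cell line | Also added: NPY (25 nM), isoproterenol (1 µM), Ro 20-1724 (25 µM) | Compound: One concentration, 3.6 µM, in 0.4% DMSO | Schedule: 3 h dye uptake, 1 h room-temperature compound, 45 min post-isoproterenol | Signal: Membrane-potential fluorescent dye readout | Read-out: % inhibition of NPY effect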
# NPY-Y1 PAM-ag – human NPY-Y1 potentiation or agonism, primary screen; NPY-Y1 expressing cells, potentiator/agonist activation; AID 1304; P25929; 220,000 compounds, 0.37% hits; activation, % at 3.6 µM; in the data active means activation above about 33%, passing the limit was not always enough;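 further: cells stimulated with NPY at EC10 then isoproterenol at EC100; 0% = low agonist plus stimulus and 100% = saturating agonist plus stimulus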
# EP2 mod – modulators of human EP2 prostaglandin E2 receptor; P43116; EP2-expressing cells, cAMP HTRF FRET, PGE2 co-stimulation; induction, % at 25 µM; 260,000 compounds, 0.83% hits; AID 940;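 active means compounds whose cAMP rise, as percent of the full-agonist control response, exceeds 60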;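 further: rat C6 glioma line stably carrying human EP2 under a CMV promoter; the protocol text gives 20 µM as final concentration; 100% = response of wells given 1 µM PGE2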
# TRPML3 ag – activates the human TRPML3 channel. HEK293 TRPML3-YFP, Fluo-8 calcium fluorescence; 100% = the carbachol control signal. activation, % at 3 µM. 220,000 compounds, 0.29% hits. AID 1448;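 active means activation above its plate's cutoff, the mean activation of the plate's test wells plus 3 SD, cut at about 12% in these data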;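 further: 0% = DMSO only wells and 100% = carbachol wells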
# Target sequence (Q8TDD5 whole entry, looked up): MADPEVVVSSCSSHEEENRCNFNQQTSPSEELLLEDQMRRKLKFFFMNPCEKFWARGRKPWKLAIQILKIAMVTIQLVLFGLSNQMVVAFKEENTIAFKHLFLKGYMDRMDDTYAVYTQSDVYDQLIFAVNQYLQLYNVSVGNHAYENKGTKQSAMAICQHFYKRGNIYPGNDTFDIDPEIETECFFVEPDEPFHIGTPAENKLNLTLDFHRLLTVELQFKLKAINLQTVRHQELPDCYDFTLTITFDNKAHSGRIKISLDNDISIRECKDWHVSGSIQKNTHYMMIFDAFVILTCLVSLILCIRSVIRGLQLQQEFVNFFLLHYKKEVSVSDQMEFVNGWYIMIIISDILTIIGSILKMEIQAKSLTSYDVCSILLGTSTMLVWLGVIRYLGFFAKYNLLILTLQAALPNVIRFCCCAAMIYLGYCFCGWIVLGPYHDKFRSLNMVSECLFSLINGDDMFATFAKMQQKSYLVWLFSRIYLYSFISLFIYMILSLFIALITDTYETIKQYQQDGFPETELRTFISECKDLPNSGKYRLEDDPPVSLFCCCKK
#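 Material: TRPML3-YFP stable HEK293 cells | Dosing: One concentration, 3 µM nominal, 0.3% DMSO | Timing: 125 s total fluorescence read per well | Technique: Fluo-8 calcium dye fluorescence, ex 470-495, em 515-575 nm | Measure: Percent activation from peak-to-basal fluorescence ratio, scaled between DMSO and carbachol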
# * = called active by the depositor; . = not tested or not shown; & = joins results of further samples; [ ] = remark or other dose. Not all compounds are listed; count on the stated rates, not on these rows.
# Each structure is followed by: PPC-1+TRAIL kill	EP2 antag	14-3-3 Bad inh	zfTRPN1 agonist	CHOP inh	NPY-Y1 antag	NPY-Y1 PAM-ag	EP2 mod	TRPML3 ag
CC1CCCCN1CC(=O)c1ccc2cc[nH]c2c1 (configuration not stated)
  19	.	2	1.2	19	2	-13	16	0.7
CC1=C(C(=O)Nc2ccccc2)SCCO1
  -6	37	-6	3.0	-12	-1	-4	-1	0.3
CCCCOCCCN1C(C)=CC(=C2C(=O)NC(=S)NC2=O)C=C1C
  10	13	-4	-0.7	-5	.	1	8	0.7
NCCNc1ccc([N+](=O)[O-])c2cccnc12
  -10	8	-9	0.8	21	7	-3	-47	0.7
O=c1[nH]c(=O)n(Cc2ccccc2)c(O)c1C=Nc1ccc(CN2CCOCC2)cc1
  8	10	3[fluorescence artefact?]	7.5	40	-10	5	-4	3.8
COc1ccc(C2C(C#N)=C(N)Oc3c2c(=O)oc2ccccc32)cc1Cn1cc([N+](=O)[O-])cn1 (configuration not stated)
  16	.	-1	-1.7	19	1	6	16	-1.6
CN1CC[C@@]23CCCC[C@@H]2[C@@H]1Cc1ccc(O)cc13
  13	.	-1	-0.9	11	6	-16	-5	1.2
O=C(/C=C/c1c[nH]c2ccccc12)c1c(O)n(CCc2ccccc2)c(=O)[nH]c1=O
  22	12	3	0.3	45	.	20	-46	1.5
Cc1cc(C(=O)CS(=O)(=O)c2ccccc2)cc(C)c1OC(=O)N(C)C
  35	6	-5	0.0	-1	0	-3	14	1.0
CCCCN1C(=O)NC(=O)C2(Cc3ccccc3N3CCOCC32)C1=O (configuration not stated)
  1	7	-3	-0.3	12	-1	2	6	0.5
O=C(COc1ccc(S(=O)(=O)N2CCOCC2)cc1)N1CCN(Cc2ccc3c(c2)OCO3)CC1
  6	11	-3	4.4	30	-4	23	-23	3.1
Cc1ccc(-c2nc3ccccc3c(=O)n2-c2ncccc2C)cc1
  5	0	3	-1.4	-7	-3	-10	2	-0.6
COc1ccccc1C1C([N+](=O)[O-])=C(N)Oc2c1c(=O)oc1ccccc21 (configuration not stated)
  10	8	-2	0.3	5	.	43	-35	0.4
CCC(=NC1CCN(Cc2ccccc2)CC1)c1c(O)[nH]c(=O)[nH]c1=O
  6	6	-9	1.8	-23	4	0	27	0.8
O=C(Nc1ccc(OC(=O)N2CCCCC2)cc1)N1CCOCC1
  9	12	0	-0.6	47	-3	11	-7	0.1
CNC(C(=O)c1ccccc1)C(OC(C)=O)c1cccc([N+](=O)[O-])c1 (configuration not stated)
  8	7	-13	-2.9	3	.	2	-10	-0.3
CC(C)NS(=O)(=O)c1ccc(OCC(=O)N2CCN(Cc3ccccc3)CC2)cc1
  .	7	.	1.4	.	6	-2	.	0.2
CCCC(=O)C1C(=O)NC(=O)NC1=O
  -2	12	.	0.3	.	0	10	.	-0.4
COc1cccc(CNC2CN3CCC2CC3)c1OC (configuration not stated)
  -26	24	2	0.3	-7	1	-25	6	-0.2
OC(CCNCCc1c[nH]c2ccccc12)C(F)(F)F (configuration not stated)
  14	8	0	-0.3	-1	7	-2	-26	0.7

# One compound at a time, as listed above. Order of values: PPC-1+TRAIL kill | EP2 antag | 14-3-3 Bad inh | zfTRPN1 agonist | CHOP inh | NPY-Y1 antag | NPY-Y1 PAM-ag | EP2 mod | TRPML3 ag
# `COc1ccccc1C1C([N+](=O)[O-])=C(N)Oc2c1c(=O)oc1ccccc21` (configuration not stated) as listed: 10 | 8 | -2 | 0.3 | 5 | . | 43 | -35 | 0.4
# `CC1CCCCN1CC(=O)c1ccc2cc[nH]c2c1` (configuration not stated) as listed: 19 | . | 2 | 1.2 | 19 | 2 | -13 | 16 | 0.7

# (continued)
# Each structure is followed by: PPC-1+TRAIL kill	EP2 antag	14-3-3 Bad inh	zfTRPN1 agonist	CHOP inh	NPY-Y1 antag	NPY-Y1 PAM-ag	EP2 mod	TRPML3 ag
Nc1c(C(=O)NC2CCCC2)c2nc3ccccc3nc2n1CC1CCCO1 (configuration not stated)
  1	.	0	0.1	76*	2	9	32	-0.1
O=C(Nc1cccc(OC(=O)N2CCCCC2)c1)N1CCCCC1
  10	10	9	1.7	41	-6	2	6	1.1
CN1C(=O)NC(=O)/C(=C\c2ccc([N+](=O)[O-])o2)C1=O
  -6	6	19	1.3	17	3	1	32	1.5
O=C(Cn1c(=O)n(CC2CS2)c2ccccc21)N1CCCCC1 (configuration not stated)
  8	2	0	2.0	-5	-5	3	3	0.2
C=CCn1c(O)c(C(CC)=Nc2ccccc2NC(C)=O)c(=O)[nH]c1=O
  16	10	7	0.2	2	-3	-29	-3	0.5
O=C(c1ccc(Cl)cc1)C1CCCN(Cc2ccc3ncccc3c2)C1 (configuration not stated)
  5	2	-6	7.9	27	-1	4	-64	5.3
Cc1ccc2nsnc2c1-n1c(C)nc2ccccc2c1=O
  -2	4	-9	0.3	9	-1	9	3	0.8
CC(=O)NC(=O)NC(C)Cc1ccccc1 (configuration not stated)
  15	10	-6	0.5	-19	7	-5	0	0.8
Cc1nn(-c2ccccc2)c2c1C(c1ccc3c(c1)OCO3)SCC(=O)N2 (configuration not stated)
  3	12	9[fluorescence artefact?]	-2.2	19	1	-2	-10	0.5
CC(C)N1CCN(Cc2cccc([N+](=O)[O-])c2)CC1
  9	5	26	-0.2	7	2	7	20	0.4
O=P1(Nc2ccc(F)cc2)COc2ccccc2OC1
  10	3	-9[fluorescence artefact?]	1.2	27	-5	-12	19	1.2
COCc1ccc(CN2CCCC(C(=O)c3sccc3C)C2)o1 (configuration not stated)
  4	2	-9	0.5	6	-3	-11	-26	0.4
C=C1C/C(=C/C)C(=O)O[C@@H]2CCN3CC=C(COC(=O)[C@]1(C)O)[C@H]23
  11	8	4	2.4	20	.	21	11	-0.4
Nc1c(C(=O)NCc2ccco2)c2nc3ccccc3nc2n1CCN1CCCCC1
  7	5	-18	-0.1	50	4	1	40	0.4
CC(C)C(C)(NC(=O)c1cccn(Cc2ccc3c(c2)OC(F)(F)O3)c1=O)C(N)=O (configuration not stated)
  12	7	-7	1.9	-5	2	9	5	1.9
CCCNS(=O)(=O)c1ccc(OCC(=O)N2CCN(Cc3ccc4c(c3)OCO4)CC2)cc1
  14	7	6[fluorescence artefact?]	4.6	.	0	11	-26	3.0
S=C1CN=C(c2ccccc2Cl)c2cc(Cl)ccc2N1
  -6	.	2[fluorescence artefact?]	-0.7	-22	-1	1	19	-0.1
CC[n+]1c(/C=C/C=C/c2ccc(N(C)C)cc2)sc2ccccc21
  48	115*	-151	-2.4	64	.	-9	-155	-0.7
COC(=O)C(O)(c1ccc2c(c1)CCCN2)C(F)(F)F (configuration not stated)
  12	19	12	2.1	6	-3	-13	10	1.3
Cc1ccccc1-n1c(O)c(/C=N/Nc2nc3c(c(=O)n(C)c(=O)n3C)n2C)c(=O)[nH]c1=S
  31	4	-9	-0.5	27	0	11	-6	0.8
CC(Cc1ccccc1)NCC(=O)Nc1cc(N(C)C)nc2ccccc12 (configuration not stated)
  10	2	15	-1.7	6	.	-34	-14	0.1
Cc1onc(-c2c(Cl)cccc2Cl)c1C(=O)Nc1ccc2c(C(F)(F)F)cc(=O)oc2c1
  12	3	4	0.2	55	.	-5	-15	0.4
COC(=O)[C@@H](N)CCCN=C(N)N[N+](=O)[O-]
  7	13&17	0	.	-3&-64	.	.	14&21	.
CN(C)CP(=O)(Nc1ccccc1)N(C)C (configuration not stated)
  -5	3	0	0.6	34	-1	-6	8	0.3
CCc1cccc(CC)c1NC(=S)N1CC2CC(C1)c1cccc(=O)n1C2 (configuration not stated)
  9	8	-6	0.9	1	5	-15	16	0.3
COc1ccc(Br)cc1CN1CCN(C(=O)Cc2ccccc2)CC1
  2	14	86*	-1.4	22	-2	-13	7	0.8
CN1CCc2c([nH]c3ccccc23)C1
  4	11	-1	2.0	3	1	-9	-6	0.0
O=C1NC(=O)N(Cc2ccco2)C(=O)/C1=C/C=C/c1ccco1
  -13	21	27	2.2	108*	.	6	-34	0.7
C=CCn1c(O)c(/C=N/N2CCOCC2)c(=O)[nH]c1=S
  3	5	-2	2.2	16	4	-7	14	1.4
O=C1N(c2ccccc2)C(c2cccnc2)N2CCCN12 (configuration not stated)
  17	8	2	2.1	11	3	6	17	0.6
CCCCN(Cc1ccccc1)C1CCN(CCc2ccccc2)CC1
  32	12	17	0.1	58	7	-59	45	0.6
COC(=O)C(O)(c1ccc(N(C)C(=O)c2cccs2)cc1)C(F)(F)F (configuration not stated)
  .	8	0	7.8	49	-3	19	-59	4.6
CCCNC(=O)N1C2CCC1CC(O)(c1cccnc1)C2 (configuration not stated)
  -17	14	-1	0.8	35	-3	13	-6	0.5
CCCC(=O)N(C)C1=Nc2ccc(Cl)cc2C(c2ccccc2)=[N+]([O-])C1
  -2	4	-3	2.1	32	.	8	9	1.2
O=C(NCc1ccc(C(=O)N2CCC3(CC2)OCCO3)cc1)c1ccc2c(c1)OCO2
  4	10	-8[fluorescence artefact?]	0.1	17	9	-2	4	-0.3
Cc1cccc(C)c1OC(=O)Cc1ccccc1
  18	6	-4	0.9	24	6	-4	10	0.8
O=C(CN1CC(c2ccccc2)CC1=O)Nc1cccc(F)c1 (configuration not stated)
  0	4	8[fluorescence artefact?]	0.1	10	0	-11	15	0.3
COc1ccc(C2CN(C)CC2C(=O)c2ccc(F)cc2)cc1Cl (configuration not stated)
  12	4	-6	1.4	24	9	-16	-34	0.7
Cc1ccc2c(c1)C1CN(C)CCC1N2C(=O)/C(C#N)=C/c1ccc2c(c1)OCO2 (configuration not stated)
  -2	6	-6	0.9	4	1	7	-24	1.3
Cc1ccc2c(CN3CC=C(c4ccccc4)CC3)cc(=O)oc2c1C
  -26	11	-12	0.1	9	1	-9	18	0.6
CC(C(=O)Nc1ccc(Cl)cc1Cl)N1CC=C(c2ccccc2)CC1 (configuration not stated)
  8	9	4	-1.5	-7	0	0	-12	0.2
O=c1[nH]c(=O)n(-c2ccc(Cl)cc2)c(O)c1C=NCCN1CCCCC1
  .	3	-3	0.2	9	4	8	24	1.0
Cc1ccc(-n2c(O)c(C=NC3CCCCC3N)c(=O)[nH]c2=O)cc1C (configuration not stated)
  -9	-3	-4	0.6	2	8	13	12	0.8
CCOP(=O)(OCC)C(O)c1ccc(N(C)C)cc1 (configuration not stated)
  0	3	-3	1.9	3	.	13	-6	0.3
CCOc1ccccc1OCC(=O)Nc1ccc(Cl)cc1C(=O)c1ccccc1
  4	5	0[fluorescence artefact?]	-0.3	16	5	-67	29	-0.2
N#CC1(c2ccccc2)CCN(C2CC(=O)N(c3cccc(F)c3)C2=O)CC1 (configuration not stated)
  14	8	-2	2.2	0	-5	-1	-7	1.5
O=C(Cc1ccccc1)OC(COCc1ccccc1)CN1CCOCC1 (configuration not stated)
  -1	17	10	1.8	33	9	-17	-9	0.7

# Assay outcomes: PubChem BioAssay, several laboratories
